# LRH-1 inv ag = LRH-1 (NR5A2) inverse agonists, primary screen, cell-based, luminescence, HEK293T, StAR-luciferase reporter; 360,000 tested, 0.13% active; inhibition, % at 3.6 µM; LRH-1 transfected, 24 h; Nuclear receptor subfamily 5 group A member 2 (Homo sapiens), O00482;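 active = inhibition above the mean inhibition of all tested compounds plus 3 SD, cut at about 73% in these data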;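 also: 0% = DMSO wells and 100% = reporter-only cells lacking LRH-1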
# TRAIL sens C8 = viability loss with TRAIL in NB7+C8 cells, primary screen, TRAIL sensitizer project, cell-based, ATPlite luminescence | inhibition (viability loss, TRAIL sensitization), % at 10 µM | 360,000 tested, 1% active | AID 624354, 2012;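 active = compounds causing at least 50% loss of cell viability in the single-dose screen, relative to plate controls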
# CF NFkB block = inhibitors of PAF-induced NF-kB signaling, primary screen, cell-based, GFP fluorescence, uHTS. KKLEB NF-kB-GFP reporter, GFP fluorescence overnight. inhibition, % at 5 µM. 360,000 tested, 0.86% active;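 active = at least 50% inhibition at 5 µM, scaled per plate between neutral and stimulator controls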;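 also: PAF is a Pseudomonas aeruginosa culture filtrate used as stimulus; plate controls were PAF-stimulated DMSO wells for no effect and unstimulated DMSO wells for full effect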
# KKLEB tox = cytotoxicity in KKLEB CF airway cells, primary screen, cytotoxicity control for CF NF-kB inhibitor project, cell-based, uHTS, fluorescence assay plates; activity change (cytotoxicity), % at 5 µM; 360,000 tested, 0.36% active; KKLEB CF airway cells viability, ATPlite luminescence, overnight; active compounds read low; cells stimulated with P. aeruginosa culture filtrate; AID 602141, 2011;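 active = corrected activity change at or below -50% at 5 µM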
# NCOA1 inh = SRC1 coactivator transcriptional activity inhibitors, primary screen, cell-based, luminescence; Nuclear receptor coactivator 1 (Homo sapiens), Q15788; HEK293 GAL4-SRC1 luciferase reporter; inhibition, % at 3.6 µM; 360,000 tested, 0.12% active;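 active = inhibition above the campaign mean plus 3 SD, with each screening campaign given its own cutoff, cut at about 60% in these data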;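 also: 0% = DMSO treated cells and 100% = gossypol at 36 µM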
# TWEAK-Fn14 inh = inhibitors of TWEAK-Fn14 signaling, primary screen, luciferase reporter cells, uHTS; TWEAK-stimulated Fn14 reporter cells, luciferase luminescence, 8 h; inhibition, % at 10 µM; 360,000 tested, 2% active; AID 1159606, 2016; in the data active = inhibition above about 50%
# LMP1 NFkB inh = EBV LMP1-driven NF-kappaB luciferase reporter inhibitors, primary screen, cell-based, luminescence, single point. 350,000 tested, 0.69% active. LMP1-induced NF-kappaB luciferase reporter cells. inhibition, % at 12.5 µM; in the data active = inhibition above about 41%;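 also: 0% = neutral control wells and 100% = reference inhibitor control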
# NCOA2 inhibitor = inhibition of GAL4-SRC2 driven luciferase reporter, primary screen, SRC2 inhibitor project, cell-based, luminescence; AID 651957, 2012; inhibition, % at 9 µM; 370,000 tested, 0.17% active; HEK293 GAL4-SRC2 luciferase reporter; Nuclear receptor coactivator 2 (Homo sapiens), Q15596;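 active = inhibition above the mean inhibition of all tested compounds plus 3 SD, set per campaign, cut at about 52% in these data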;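 also: 0% = DMSO treated cells and 100% = cells given Gossypol at 36 µM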
# NCOA3 inh = SRC3 coactivator transcriptional activity inhibitors, primary screen, cell-based, luminescence. HEK293 GAL4-SRC3 luciferase reporter. inhibition, % at 3.6 µM. 360,000 tested, 0.17% active. AID 588352, 2011;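 active = inhibition above a per-campaign cutoff, the mean of all compounds plus 3 SD, cut at about 60% in these data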;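 also: 0% = DMSO-treated cells and 100% = gossypol-treated cells at 36 µM; higher means less SRC3-driven luciferase light from the GAL4 reporter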
# Target sequence (Q9Y6Q9 whole entry, looked up, the tested form may be a part): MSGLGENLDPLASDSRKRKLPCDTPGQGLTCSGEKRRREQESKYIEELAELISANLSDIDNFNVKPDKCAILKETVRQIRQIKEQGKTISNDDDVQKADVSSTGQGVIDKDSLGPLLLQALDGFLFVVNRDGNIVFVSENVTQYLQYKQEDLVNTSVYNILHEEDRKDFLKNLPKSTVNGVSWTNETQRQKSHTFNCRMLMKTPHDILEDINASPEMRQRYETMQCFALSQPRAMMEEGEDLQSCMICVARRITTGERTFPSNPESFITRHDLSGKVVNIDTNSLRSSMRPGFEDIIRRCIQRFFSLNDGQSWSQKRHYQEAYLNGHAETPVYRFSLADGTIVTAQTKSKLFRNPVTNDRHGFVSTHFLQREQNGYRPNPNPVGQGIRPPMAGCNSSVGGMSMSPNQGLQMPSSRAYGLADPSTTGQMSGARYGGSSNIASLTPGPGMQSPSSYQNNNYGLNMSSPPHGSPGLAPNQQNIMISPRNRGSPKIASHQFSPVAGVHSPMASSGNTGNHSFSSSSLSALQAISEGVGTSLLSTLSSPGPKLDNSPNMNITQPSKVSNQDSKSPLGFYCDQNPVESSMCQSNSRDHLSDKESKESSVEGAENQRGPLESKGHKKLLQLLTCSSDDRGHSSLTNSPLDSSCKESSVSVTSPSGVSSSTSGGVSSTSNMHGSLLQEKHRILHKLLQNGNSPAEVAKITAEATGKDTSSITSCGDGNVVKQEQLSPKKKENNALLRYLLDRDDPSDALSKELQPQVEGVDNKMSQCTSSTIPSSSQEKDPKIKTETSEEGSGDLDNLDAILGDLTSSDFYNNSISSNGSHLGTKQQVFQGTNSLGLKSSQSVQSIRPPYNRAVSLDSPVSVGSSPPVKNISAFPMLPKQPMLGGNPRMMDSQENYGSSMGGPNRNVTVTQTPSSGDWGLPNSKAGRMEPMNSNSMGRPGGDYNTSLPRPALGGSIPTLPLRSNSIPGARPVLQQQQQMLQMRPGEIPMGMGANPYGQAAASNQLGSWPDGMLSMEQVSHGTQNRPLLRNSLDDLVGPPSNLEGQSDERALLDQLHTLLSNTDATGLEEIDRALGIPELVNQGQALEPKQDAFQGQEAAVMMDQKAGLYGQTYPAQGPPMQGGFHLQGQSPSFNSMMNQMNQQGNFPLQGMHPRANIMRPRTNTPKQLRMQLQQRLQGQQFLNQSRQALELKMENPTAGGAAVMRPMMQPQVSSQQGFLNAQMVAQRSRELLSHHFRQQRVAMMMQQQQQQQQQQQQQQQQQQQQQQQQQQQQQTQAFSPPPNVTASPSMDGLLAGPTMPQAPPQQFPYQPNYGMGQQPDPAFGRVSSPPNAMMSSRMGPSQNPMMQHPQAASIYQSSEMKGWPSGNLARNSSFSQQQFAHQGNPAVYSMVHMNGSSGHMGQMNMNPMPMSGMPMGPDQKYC
# COUP-TFII inh = NR2F2 transcriptional activity inhibitors, primary screen, cell-based, luciferase reporter, HEK293T, luminescence; COUP transcription factor 2 (Homo sapiens), P24468; HEK293T NGFI-A luciferase reporter; inhibition, % at 8.6 µM; 370,000 tested, 0.7% active; AID 686940, 2013;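 active = inhibition above a per-plate cutoff, mean inhibition of test wells between control levels plus 3 SD, cut at about 38% in these data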;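 also: cells cotransfected with COUP-TFII expression vector driving the NGFI-A reporter; 0% = median of COUP-TF2 test wells and 100% = reporter-only cells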
# TROY signal inh = inhibitors of TROY-driven NF-kB signaling, primary screen, Q293 LMP1-TROYcd cells, NF-kB luciferase, uHTS; Q293 LMP1-TROYcd NF-kB luciferase reporter, 4 h; inhibition, % at 10 µM; 360,000 tested, 0.98% active; AID 1347056, 2019;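 active = compounds whose plate-normalised and pattern-corrected inhibition of the luciferase reporter signal at the single screening dose is 50% or more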
# * = called active by the depositor; . = no result given.
# Assay codes – A = LRH-1 inv ag; B = TRAIL sens C8; C = CF NFkB block; D = KKLEB tox; E = NCOA1 inh; F = TWEAK-Fn14 inh; G = LMP1 NFkB inh; H = NCOA2 inhibitor; I = NCOA3 inh; J = COUP-TFII inh; K = TROY signal inh
Cc1nnc(SCC(=O)N(C)C2CCCCC2)s1
  A = -14; B = -2; C = 6; D = -3; E = -10; F = -1; G = -4; H = -14; I = 13; J = -13; K = -4

Cc1c(C(=O)Nc2cc(S(=O)(=O)N3CCOCC3)ccc2N2CCN(C)CC2)oc2ccccc12
  A = 23; B = 14; C = 8; D = -13; E = -7; F = -36; G = -3; H = -3; I = 0; J = -14; K = -4

N#Cc1c(-c2ccccc2)cc(C2CC2)nc1SCC(=O)O
  A = -10; B = 0; C = -6; D = 3; E = -9; F = -22; G = -3; H = -13; I = 8; J = -3; K = 3

O=S1(=O)C[C@@H](O)[C@@H](Nc2ccc(Cl)cc2)C1
  A = 13; B = -6; C = 8; D = 9; E = -7; F = 1; G = -2; H = 0; I = 14; J = -17; K = -5

COc1ccc(NS(=O)(=O)c2ccc3oc(SC(C)C(N)=O)nc3c2)cc1 (stereo unspecified)
  A = 25; B = 20; C = 4; D = -6; E = 5; F = 23; G = 25; H = -1; I = 18; J = 36; K = 26

COC(=O)c1ccn(-c2nc(-c3ccco3)cc(C(F)(F)F)n2)n1
  A = -6; B = -24; C = -40; D = -8; E = -5; F = -2; G = -9; H = 15; I = 24; J = -5; K = -11

COc1cccc(N=Nc2c(N)[nH]n3c(=O)cc(-c4ccccc4)nc23)c1
  A = 5; B = 23; C = -75; D = 19; E = -5; F = 4; G = 38; H = 9; I = 9; J = 9; K = 13

CCOC(=O)c1c(-c2ccc(OC)cc2)nc2nonc2c1N
  A = 8; B = 3; C = 10; D = -9; E = 2; F = -3; G = 7; H = -10; I = 16; J = -6; K = 7

CCCCC(=O)Nc1nc(C)c(C(C)=O)s1
  A = -33; B = 0; C = 12; D = 0; E = -11; F = 9; G = -3; H = -19; I = -36; J = -3; K = -18

COc1ccc(-c2nc(SCC(=O)NC3CCCCC3)n[nH]2)cc1
  A = 1; B = 18; C = 15; D = -8; E = -2; F = 17; G = -7; H = 3; I = 6; J = 11; K = -8

Cc1cc(C(=O)NCC(=O)OCC(=O)Nc2ccc(OC(F)F)cc2)ccc1[N+](=O)[O-]
  A = 4; B = -1; C = -1; D = -6; E = 5; F = -12; G = 3; H = 32; I = 10; J = -5; K = 7

COc1ccc(Cl)c(-c2cc(C(=O)NC(C)C)[nH]n2)c1
  A = 3; B = 1; C = -31; D = 9; E = 19; F = 8; G = .; H = 0; I = 23; J = -12; K = -14

CN(C)CCCN(C(=O)c1cccs1)c1nc(-c2ccccc2)cs1
  A = -16; B = 7; C = 4; D = -12; E = -19; F = -2; G = -19; H = -17; I = -16; J = -10; K = -7

CCOC(=O)C1=CCN(S(=O)(=O)c2ccc(Br)cc2)C1c1ccc(C)cc1 (stereo unspecified)
  A = 7; B = 3; C = 13; D = -16; E = 3; F = 1; G = .; H = 9; I = 23; J = 19; K = -4

Cc1[nH]nc(-c2ccc(OCc3cnn(-c4ccccc4)c3)c(C)c2O)c1Oc1ccccc1
  A = -4; B = 20; C = 29; D = -26; E = -5; F = 4; G = -76; H = 5; I = -2; J = -18; K = -14

Cc1c(/C(O)=C2\C(=O)C(=O)N(CCN(C)C)C2c2cccnc2)cnn1-c1ccccc1 (stereo unspecified)
  A = 5; B = 4; C = 6; D = 3; E = 7; F = 14; G = 2; H = 7; I = 11; J = 7; K = 29

Cc1ccc(NC(=O)COn2nnc3ccc(S(=O)(=O)N(C)C)cc32)cc1F
  A = 29; B = -27; C = -9; D = -6; E = -4; F = 47; G = -3; H = 9; I = -35; J = 7; K = -1

C=CCNC(=S)N/N=C/c1ccc(C(F)(F)F)cc1
  A = 12; B = 51*; C = -7; D = 1; E = 17; F = 22; G = 16; H = 11; I = 10; J = 43*; K = 17

C[C@@]12C(=O)Nc3ccc(Cl)cc3C(=O)N1[C@H]1c3ccccc3OC[C@@H]1[C@@H]2c1ccccc1
  A = 15; B = 21; C = 19; D = -4; E = 3; F = -16; G = -15; H = .; I = 1; J = .; K = 4

CCCCN(C(=O)c1ccc2c(c1)OCCO2)c1c(N)n(CC(C)C)c(=O)[nH]c1=O
  A = 26; B = -22; C = -20; D = 4; E = 6; F = 9; G = 4; H = -7; I = 21; J = -26; K = 11

O=C1NC[C@H](Cc2ccccc2)N(CC2CCCCC2)C1=O
  A = 3; B = -1; C = 0; D = 0; E = -10; F = -2; G = 1; H = 11; I = -12; J = 3; K = -8

CC1(C)CC(NC(=O)c2ccc(Cl)cc2Cl)CC(C)(C)N1
  A = 16; B = -2; C = -16; D = -19; E = 14; F = -8; G = 5; H = -14; I = 16; J = 8; K = 7

Cc1ccc(-n2c(SCC(N)=O)nc3c([nH]c4ccccc43)c2=O)cc1
  A = 20; B = 15; C = 4; D = -18; E = -26; F = -35; G = -9; H = -7; I = -3; J = -2; K = -6

CC(C)NC(=O)[C@@H]1C[C@@]1(C)[C@@H](NC(=O)OCc1ccccc1)c1ccccc1
  A = -2; B = 8; C = 3; D = -3; E = 0; F = 4; G = 1; H = 8; I = 3; J = 3; K = 4

O=C(Nc1nccs1)C1(S(=O)(=O)c2ccc(Cl)cc2)CC1
  A = 18; B = 2; C = 2; D = -3; E = 6; F = 13; G = 7; H = -45; I = 8; J = 9; K = -4

O=C(NC1CCCCC1)C(c1cccnc1)N(CCc1ccccc1)C(=O)Cc1cccs1 (stereo unspecified)
  A = -2; B = 1; C = -8; D = 4; E = -10; F = -11; G = 12; H = -5; I = 22; J = -9; K = -3

COc1ccc(CCNC(=O)CN2CCCc3ccccc32)cc1OC
  A = 5; B = -5; C = -6; D = -5; E = -32; F = -4; G = -4; H = -8; I = -8; J = 8; K = -7

Cc1cccc(N2C(=O)CC(Sc3ccccc3C(=O)O)C2=O)c1 (stereo unspecified)
  A = -6; B = -5; C = 2; D = -1; E = -12; F = 13; G = -3; H = -28; I = 13; J = -10; K = 3

COc1cccc(NC(=O)CNC(=O)c2ccccc2)c1
  A = -38; B = 6; C = -14; D = -6; E = -63; F = -24; G = -19; H = -14; I = -19; J = -23; K = -26

COc1ccc(OC)c2sc(N3CCCCC3)nc12
  A = -22; B = 4; C = -11; D = -2; E = -39; F = -10; G = -17; H = -57; I = -14; J = 2; K = -55

CC(=O)c1cccc(Nc2nc(-c3cccnc3)cs2)c1
  A = -79; B = 9; C = -14; D = -2; E = -63; F = 7; G = -17; H = -55; I = -59; J = -39; K = -10

Cc1sc2ccccc2[n+]1CCC(C)S(=O)(=O)[O-] (stereo unspecified)
  A = -11; B = 6; C = -4; D = 1; E = 5; F = -1; G = 6; H = -15; I = -11; J = 13; K = -13

O=C(c1cnsn1)N1CCC(CO)(Cc2ccc(Cl)cc2)CC1
  A = 22; B = -1; C = 0; D = -6; E = 1; F = -16; G = 16; H = -15; I = 18; J = -14; K = -28

CCC(C)N(C(=O)COc1ccc(Cl)c2cccnc12)C1CCS(=O)(=O)C1 (stereo unspecified)
  A = 10; B = -7; C = -15; D = 6; E = -1; F = 0; G = 17; H = 15; I = 2; J = -4; K = -7

CC1CC(C)CN(C(=O)CCC(=O)Nc2nnc(C(C)C)s2)C1 (stereo unspecified)
  A = 19; B = -12; C = 16; D = -24; E = -33; F = -2; G = -3; H = 0; I = 13; J = -4; K = -22

O=C(NC(=S)NC1CCCCC1)c1ccc(Cl)cc1
  A = -105; B = -2; C = 30; D = -25; E = -85; F = -16; G = -67; H = -63; I = -64; J = -36; K = -84

CCOC(=O)Cn1cc(-c2ccccc2)nn1
  A = 1; B = 2; C = -10; D = 1; E = 2; F = 1; G = -6; H = -16; I = -1; J = 8; K = .

O=C(N/N=C/C=C/c1ccco1)c1ccncc1
  A = 9; B = 37; C = -11; D = 1; E = 5; F = -3; G = -14; H = -15; I = 8; J = 1; K = 19

Cn1c(=O)[nH]c(=O)c2c1nc(N1CCCCC1)n2CCCSc1nnnn1-c1ccccc1
  A = -5; B = -9; C = -3; D = 2; E = -3; F = -15; G = -7; H = 18; I = -12; J = -14; K = 11

NC(=O)Cc1ccc(C(=O)c2ccccc2)s1
  A = -6; B = 5; C = 7; D = 3; E = -11; F = -2; G = -6; H = -4; I = -9; J = 7; K = -9

CCn1c2ccccc2c2cc(NC(=O)COc3ccc(OC)cc3)ccc21
  A = 3; B = -11; C = -7; D = 8; E = 11; F = -20; G = 1; H = -2; I = 2; J = 5; K = -19

CCOC(=O)c1cc(NC(=O)Nc2ccccn2)c(C)nc1C
  A = -31; B = 1; C = -24; D = 7; E = -13; F = -3; G = -7; H = -15; I = -7; J = 12; K = -33

Cc1cccc(OCC(=O)N/N=C/c2cn[nH]c2-c2ccc(Cl)c(Cl)c2)c1
  A = -5; B = 5; C = -15; D = 6; E = 7; F = 32; G = 4; H = 5; I = 10; J = 3; K = 26

Cc1sc2nc(CSCC(=O)N(C)CC(=O)Nc3ccc(F)cc3)[nH]c(=O)c2c1C
  A = -1; B = -7; C = 1; D = -2; E = -22; F = -4; G = -8; H = -4; I = 12; J = 11; K = -6

# Some of the entries above, reformatted.
CC(=O)c1cccc(Nc2nc(-c3cccnc3)cs2)c1
  LRH-1 inv ag: -79; TRAIL sens C8: 9; CF NFkB block: -14; KKLEB tox: -2; NCOA1 inh: -63; TWEAK-Fn14 inh: 7; LMP1 NFkB inh: -17; NCOA2 inhibitor: -55; NCOA3 inh: -59; COUP-TFII inh: -39; TROY signal inh: -10
Cc1sc2ccccc2[n+]1CCC(C)S(=O)(=O)[O-] (stereo unspecified)
  LRH-1 inv ag: -11; TRAIL sens C8: 6; CF NFkB block: -4; KKLEB tox: 1; NCOA1 inh: 5; TWEAK-Fn14 inh: -1; LMP1 NFkB inh: 6; NCOA2 inhibitor: -15; NCOA3 inh: -11; COUP-TFII inh: 13; TROY signal inh: -13
O=C(c1cnsn1)N1CCC(CO)(Cc2ccc(Cl)cc2)CC1
  LRH-1 inv ag: 22; TRAIL sens C8: -1; CF NFkB block: 0; KKLEB tox: -6; NCOA1 inh: 1; TWEAK-Fn14 inh: -16; LMP1 NFkB inh: 16; NCOA2 inhibitor: -15; NCOA3 inh: 18; COUP-TFII inh: -14; TROY signal inh: -28
